# Compound activity as filed in PubChem.
# Fh CTSL1 inh – blocks F. hepatica cathepsin L1 in PFM18AAP counter-screen | recombinant F. hepatica cathepsin L1, Z-Leu-Arg-MCA fluorescence | hit rate 0.49% among 300,000 | inhibition, % at 5.96 µM;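 active means inhibition above the mean of all tested compounds plus 3 SD, set per screening campaign, cut at about 17% in these data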;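 further: 0% = plate median of test compound wells and 100% = 1 µM Z-Phe-Ala-diazomethylketone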
# proCasp3 act – procaspase-3 (human) activation; recombinant procaspase-3 D3A, Ac-DEVD-pNA absorbance 405 nm; activation, % at 8.5 µM; hit rate 0.11% among 330,000; AID 463141;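 active means activation above the mean of all tested compounds plus 3 SD, cut at about 21% in these data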;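 further: 0% = DMSO alone and 100% = DMSO wells spiked with extra 5 µM PC-3 D3A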
# Target sequence (P42574 whole entry D9A/D28A/D175A): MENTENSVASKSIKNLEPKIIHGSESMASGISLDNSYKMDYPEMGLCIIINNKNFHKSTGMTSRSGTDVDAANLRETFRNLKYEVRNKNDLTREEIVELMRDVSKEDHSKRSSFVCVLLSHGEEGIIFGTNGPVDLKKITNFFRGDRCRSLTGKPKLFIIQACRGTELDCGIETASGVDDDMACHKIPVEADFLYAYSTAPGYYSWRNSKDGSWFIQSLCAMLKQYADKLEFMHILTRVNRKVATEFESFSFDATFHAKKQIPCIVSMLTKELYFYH
#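 assay system = Procaspase-3 D3A mutant | signal = absorbance at 405 nm, 0 and 120 min | times = 1 h preincubation plus 2 h reaction at 25 °C | repeats = single replicate | read-out = % activation between DMSO and enzyme-spiked controls | medium = Zinc-free HEPES saline buffer with Triton X-100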
# PP1 inh – PP1-alpha (human) inhibition in PP5 counter-screen. purified PP1alpha, OMFP fluorescence. hit rate 0.9% among 320,000. P62136. inhibition, % at 6.7 µM;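 active means inhibition above the mean inhibition of all tested compounds plus 3 SD, computed separately for each screening campaign, cut at about 15% in these data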
# Target sequence (P62136 whole entry, looked up): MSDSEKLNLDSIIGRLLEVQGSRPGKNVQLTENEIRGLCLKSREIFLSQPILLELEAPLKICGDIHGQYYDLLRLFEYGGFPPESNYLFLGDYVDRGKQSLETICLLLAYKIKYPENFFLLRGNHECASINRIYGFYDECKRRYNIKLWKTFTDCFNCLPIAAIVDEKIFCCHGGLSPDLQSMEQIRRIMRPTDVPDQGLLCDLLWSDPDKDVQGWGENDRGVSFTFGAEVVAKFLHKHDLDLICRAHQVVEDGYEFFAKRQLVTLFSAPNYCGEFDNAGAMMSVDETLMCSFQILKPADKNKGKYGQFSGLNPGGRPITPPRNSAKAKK
# TPT1 inhibitor – inhibitors of Candida albicans tRNA 2'-phosphotransferase TPT1 | recombinant caTPT1, FP RNA substrate dephosphorylation | AID 1962 | inhibition, % at 5 µM | hit rate 0.81% among 300,000;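 active means inhibition above the mean of all tested compounds plus 3 SD, set per screening campaign, cut at about 24% in these data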;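 further: plate controls were DMSO alone for no effect and ferristatin control at 100 nM for full effect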
# PAFAH2 FP inh – PAFAH2 (human) inhibition. hit rate 0.99% among 340,000. recombinant PAFAH2, FP-rhodamine activity probe, fluorescence polarization. inhibition, % at 3.39 µM. Q99487;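 active means inhibition above the mean over all tested compounds plus 3 SD, cut at about 30% in these data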;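 further: inhibitors block probe labeling of enzyme so polarization drops; 0% = enzyme with DMSO and 100% = wells lacking PAFAH2 protein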
# procasp7 counter – counter-screen for procaspase-3 activators: activators of human procaspase-7; AID 463210; P55210; activation, % at 8.5 µM; recombinant procaspase-7, Ac-DEVD-pNA absorbance 405 nm; D23A/D198A/D206A triple mutant, cannot self-cleave; scale: DMSO 0, 5 µM enzyme 100; hit rate 0.093% among 330,000;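 active means percent activation above the screen-wide mean plus 3 SD, cut at about 25% in these data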
# Target sequence (P55210 whole entry D23A/D198A/D206A): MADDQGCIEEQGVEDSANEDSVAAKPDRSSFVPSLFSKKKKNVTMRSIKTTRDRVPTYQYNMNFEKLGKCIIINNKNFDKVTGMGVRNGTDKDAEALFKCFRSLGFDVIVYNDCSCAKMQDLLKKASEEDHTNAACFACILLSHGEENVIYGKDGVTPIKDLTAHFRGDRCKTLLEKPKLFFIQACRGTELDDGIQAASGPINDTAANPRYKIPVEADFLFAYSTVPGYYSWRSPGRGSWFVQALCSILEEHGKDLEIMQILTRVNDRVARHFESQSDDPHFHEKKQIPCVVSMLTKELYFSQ
#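 System: Uncleavable procaspase-7 mutant enzyme; Amount: 2 µM procaspase-7 mutant as dispensed; Schedule: 1 h compound preincubation, 2 h substrate cleavage, 25 °C; Measured by: 405 nm absorbance of p-nitroaniline; Evaluation: percent activation from buffer-corrected 0–120 min absorbance change; Control set: low DMSO alone, high DMSO plus 5 µM PC-7.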
# AHR act – activators of human aryl hydrocarbon receptor; hit rate 2.5% among 320,000; AHR-responsive luciferase reporter cells, luminescence; activation, % at 5 µM; P35869; in the data active means activation above about 47%;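 further: 0% = vehicle wells and 100% = reference agonist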
# PP5 primary – inhibitors of human protein phosphatase 5 (PP5); P53041; purified PP5c, OMFP substrate fluorescence; inhibition, % at 6.7 µM; hit rate 0.18% among 320,000; AID 1987;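 active means inhibition above the campaign's mean inhibition across all tested compounds plus 3 SD, cut at about 9.5% in these data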;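 further: 0% = DMSO only and 100% = 100 µM cantharidin control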
# HCV core dimer – blocks dimerization of HCV core protein; hit rate 0.33% among 300,000; TR-FRET GST/Flag-core106 dimerization, 1536-well; AID 1899; inhibition, % at 5 µM;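 active means inhibition above the mean of all tested compounds plus 3 SD, set per screening campaign, cut at about 45% in these data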
#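 System: GST/Flag-tagged HCV core106 proteins. Incubation: compound-protein-antibody incubation 4 h at 22.5 °C. Technique: HTRF with 340 nm excitation, 617/671 nm emission. Medium: KF-containing HEPES buffer, pH 7.45, DTT, CHAPS, BSA. Read-out: inhibition (%) from 671 over 617 nm ratio. Also added: Eu(K)-anti-GST 90 ng/mL plus XL665-anti-Flag 1 µg/mL.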
# An asterisk follows results filed as active; nt = not tested or not shown. Compounds as they come; about 5.6% have a hit in one of these screens.
SMILES,Fh CTSL1 inh,proCasp3 act,PP1 inh,TPT1 inhibitor,PAFAH2 FP inh,procasp7 counter,AHR act,PP5 primary,HCV core dimer
O=C(NCCCN1CCCC1=O)C(=O)NCC1OCCCN1S(=O)(=O)c1cc(F)ccc1F (stereo not drawn),-2,4,-2,-1,2,3,2,-2.0,-4
Cc1ccc(C)c(S(=O)(=O)N2CCCOC2CNC(=O)C(=O)NC2CCCCC2)c1 (stereo not drawn),0,4,-11,0,2,-2,2,2.5,1
O=C(Nc1nccs1)c1ccc(-c2ccccc2Cl)o1,4,4,4,0,2,7,54*,2.0,1
COc1ccc(/C=N/n2c(C)nnc2C)c(OC)c1OC,-3,-2,-1,-4,-3,9,2,5.5,-4
COc1cc(NS(=O)(=O)c2ccc(NC(=O)c3cccnc3)cc2)ncn1,1,5,3,-5,-2,-1,-2,0.7,-12
COC(=O)c1ccc(C(=O)OC)c(NC(=O)COC(=O)CC2CC3CCC2C3)c1 (stereo not drawn),4,9,-2,-1,2,2,0,-0.2,9
CC(=O)c1ccc(OCC(O)CN2CCN(S(=O)(=O)c3cccc(Br)c3)CC2)cc1 (stereo not drawn),-2,-8,-1,-1,-3,8,0,0.4,8
COc1ccc2c(c1)c(=O)c(C(=O)O)c(-c1ccc3c(c1)OCO3)n2C,-1,-1,2,0,9,9,0,-0.1,3
CCc1nc(SCC(N)=O)c2c(=O)n(C)c(=O)n(C)c2n1,4,10,-5,-2,0,-2,-1,2.0,6
CCOC(=O)COn1c(=O)c(-c2cc3ccccc3o2)[n+]([O-])c2ccccc21,0,0,-2,-3,-10,-4,62*,0.4,-8
CC(C)c1onc(C(=O)Nc2cccnc2Cl)c1[N+](=O)[O-],-3,-2,-2,0,2,-1,-2,1.3,2
CNC(=O)C1(CC(C)C)C=CCN1C(C)=O (stereo not drawn),-1,4,-3,0,3,-4,3,3.0,-5
CC(C)CCn1c(S(=O)(=O)O)nc2ccccc21,7,0,0,-2,-7,9,-1,-0.3,-6
CN(C)CCCNC(=O)c1cc(Br)ccc1Cl,0,-8,0,1,-6,-1,0,-1.8,-5
COc1ccc(-c2nnn(CC(=O)NCc3ccc4c(c3)OCO4)n2)cc1OC,-1,7,3,-2,-7,5,4,-3.8,5
Cc1sc(NC(=O)C2CCCO2)c(C(N)=O)c1C (stereo not drawn),-3,-1,-5,-5,0,-5,-2,4.2,4
Cc1oc(-c2cccs2)nc1CN1CCN(C2CCCC2)C(CCO)C1 (stereo not drawn),2,9,-4,1,1,0,4,-0.4,3
O=S(=O)(c1ccc(F)cc1)N1CCN(CC(O)COCc2cccs2)CC1 (stereo not drawn),12,0,2,-1,-2,2,-1,-4.5,-2
O=C(CCN1C(=O)C2C3C=CC(C3)C2C1=O)Nc1c(F)cc(F)cc1Br (stereo not drawn),-5,4,-3,1,-2,-3,4,2.7,1
COc1cnc(-c2ccccn2)nc1Oc1ccc(F)cc1F,-1,3,21*,-9,-3,-8,5,4.0,-4
CCOC(=O)N1CCN(C(=O)c2cccc(OC)c2O)CC1,-2,-5,-5,2,-4,4,0,0.1,0
O=C(C1=NN[C@@H]2C(=O)N(Cc3ccccc3)C(=O)[C@H]12)c1ccc([N+](=O)[O-])cc1,4,-2,-4,1,-3,12,1,1.9,3
O=S1(=O)CCOC[C@H](c2ccccc2)N1Cc1cccc(F)c1,1,8,3,0,6,9,-1,-1.6,-11
CC1=CC2=NC(=O)CC(C)(C(=O)N(CC(=O)NC(C)(C)C)Cc3ccccc3)N2C=C1 (stereo not drawn),5,-2,-5,4,-3,2,2,-3.4,-2
CCOC(=O)C1=C(C)NC(=O)NC1C (stereo not drawn),-1,-1,2,-1,8,12,-1,1.2,-8
# Next records.
SMILES,Fh CTSL1 inh,proCasp3 act,PP1 inh,TPT1 inhibitor,PAFAH2 FP inh,procasp7 counter,AHR act,PP5 primary,HCV core dimer
COc1ccc(C(=O)CCN2CCN(c3ccccc3OC)CC2)cc1,2,-20,0,-1,4,-24,1,3.0,-4
COc1ccc(CNc2c(CO)cnc3c2cnn3C)cc1,0,3,2,-4,5,10,5,0.8,-2
CCOc1ccc(Oc2ccc(NS(=O)(=O)c3cc(C(=O)O)ccc3Cl)cc2)cc1,nt,12,6,nt,4,11,1,5.9,nt
O=C(CCc1nnc(CCCc2ccccc2)o1)NC(C1CC1)C1CC1,-3,4,-2,-1,-1,2,20,0.3,-2
O=C(O)C1CCCCC1C(=O)NCCCN1CCCC1=O (stereo not drawn),6,6,1,0,2,0,0,-0.5,9
CC(=O)Nc1ccc(S(=O)(=O)NNC(=S)NCC2CCCO2)cc1 (stereo not drawn),5,2,-4,2,10,-6,3,0.3,-33
CCC(C)[C@@H](C(=O)Nc1ccc2c(c1)OCO2)N1Cc2ccccc2C1=O (stereo partly drawn),-1,2,-8,-4,8,-7,25,2.2,10
COc1cccc(-c2cc(C(=O)N3CCN(c4ccccc4OC)CC3)no2)c1,3,5,-2,0,-9,-2,3,5.7,-15
Cc1ccc(OC(C)C(=O)Nc2ccc(S(=O)(=O)Nc3nccs3)cc2)cc1 (stereo not drawn),2,1,1,2,2,-7,1,0.0,8
O=CN1CCN(C(=O)c2cccc3c2-c2ccccc2C3=O)CC1,-3,7,1,-4,1,8,5,-0.5,-11
CC(C)n1c(C(O)c2ccc3c(c2)OCO3)nc2ccccc21 (stereo not drawn),-5,-1,1,2,1,7,2,0.3,2
O=C(C1=C[C@H](c2coc3ccccc3c2=O)C[C@H](OCCCCO)O1)N1CCN(Cc2ccc3c(c2)OCO3)CC1,-2,-4,-7,-4,-1,0,14,-2.5,-4
COc1ccc(-c2csc(C3=C(O)CN(C(C)C)C3=N)n2)cc1OC,5,5,-2,4,14,10,-3,0.6,1
O=C(COC(=O)C1(c2cccc(F)c2)CCCC1)NCc1ccc2c(c1)OCO2,1,-9,3,2,5,-7,0,1.0,7
COc1ccc(CCNC(=O)CCNC(=O)c2ccccc2Cl)cc1,1,3,1,1,-3,1,-2,1.1,6
CCOc1ccc(-n2c(O)c(/C=N/c3ccnn3Cc3ccncc3)c3ccccc3c2=O)cc1,7,-3,0,44*,1,-6,-1,3.9,3
COc1ccc(Cl)cc1NC(=O)CN1CCC(NC(=O)C2CC2)CC1,0,-2,-5,-1,-1,-6,1,-0.2,-6
COC(=O)c1ccc2c(c1)C(=O)/C(=C/c1ccc(O)cc1)O2,2,-12,-2,28*,-15,-2,3,0.1,-9
CCOc1ccccc1N1CCN(C(=O)c2cc(C)oc2C)CC1,-1,1,-2,4,0,-4,0,1.6,-3
C=CCn1c(SCC(N)=O)nc2scc(-c3ccc(C)o3)c2c1=O,-1,-14,0,0,4,-1,21,0.4,0
O=C(O)c1ccc(/C=N/Nc2nc(N3CCCCC3)nc(N3CCCCC3)n2)cc1,7,0,-1,-2,3,11,1,2.1,3
Cc1ccc2c(C)c(C(=O)N(Cc3ccc(N(C)C)cc3)C3CCS(=O)(=O)C3)oc2c1 (stereo not drawn),2,-6,1,-3,-9,1,26,2.9,10
COC(=O)CCN(C(=O)c1cccc([N+](=O)[O-])c1)c1ccccn1,2,-1,-7,3,3,5,0,-2.1,1
Nc1nc(SCC(=O)Nc2cc(S(=O)(=O)N3CCOCC3)ccc2Cl)n[nH]1,0,3,0,10,-1,3,-2,0.3,-4
CCN(CC)CCn1c(-c2ccccc2)nc(=S)c2c1CC(C)(C)OC2,2,-10,-7,2,5,-2,9,-8.0,5
# Next part.
SMILES,Fh CTSL1 inh,proCasp3 act,PP1 inh,TPT1 inhibitor,PAFAH2 FP inh,procasp7 counter,AHR act,PP5 primary,HCV core dimer
CC(C)(C)OC(=O)NCCCCCNC(=O)c1nc[nH]c1C(=O)N1CCN(c2ccccc2)CC1,nt,3,nt,nt,5,7,-1,nt,nt
C(=N\c1nc2ccccc2n1Cc1ccccc1)/c1cccs1,-2,-3,-3,0,-6,19,-1,0.3,-3
C=CCN(N=Nc1cccc([N+](=O)[O-])c1)c1cccc([N+](=O)[O-])c1,-2,-2,4,2,3,3,9,2.9,-1
COC(=O)COc1ccc(Oc2cc(C)nc(SC)n2)nn1,-3,9,0,-2,-5,-1,0,0.9,-1
CC(O)CNc1nc2sc3c(c2c(=O)n1Cc1ccco1)CCCCC3 (stereo not drawn),0,-7,-2,-1,11,-1,8,1.8,-2
O=C1N(Cc2cccc(Cl)c2)C[C@@H]2C[C@@H](c3cccn3-c3ccccn3)N3CCC[C@@]123,-2,8,-5,2,-2,5,2,3.5,-2
O=C(Nc1cccc(F)c1)C1CCCN(C(=O)c2ccc(Cl)cc2)C1 (stereo not drawn),nt,-6,-8,nt,-4,4,51*,-2.3,nt
CC1CCN(c2ncccc2C(=O)O)CC1,-4,-13,-2,0,4,-6,-1,-1.9,-1
COc1cccc(NC(=O)CCC2CCN(C(=O)c3sccc3C)CC2)c1,-1,-9,-3,-1,4,5,5,4.4,-1
Cc1cccc(CN2CCSc3sccc3C2=O)c1,-3,-3,2,-5,8,5,1,-2.7,4
O=C(O)C(O)C(O)c1nc2ccccc2[nH]1 (stereo not drawn),9,4,-12,-2,4,-4,1,2.6,-6
CCCC(=O)Nc1nc(CC(=O)OCC)cs1,-3,8,-1,-3,3,4,0,0.5,7
O=c1cc(Cc2nnc(SCc3ccccc3)n2-c2ccc(Cl)cc2)[nH]c(=O)[nH]1,6,9,10,-1,7,9,2,5.4,-8
O=C(Nc1nnc(C2CC2)s1)C1CCCO1 (stereo not drawn),-3,-4,-2,0,-2,10,4,1.3,5
Cc1oc2c(C)c(O)ccc2c(=O)c1-c1ccc2ccccc2n1,1,5,0,-3,4,11,0,0.4,8
COc1cccc(CC(=O)N2CCN(S(=O)(=O)c3ccc(Br)cc3)CC2)c1,-2,-1,-10,0,6,2,2,0.3,3
CC(C)C(=O)N1CCC(Cc2ccccc2)CC1,3,1,-1,3,1,6,0,-4.6,13
O=C(Nc1ncccn1)c1cc(-c2cccc(Br)c2)nc2ccccc12,-1,1,2,2,-10,4,36,5.3,-1
CC1(C)Cc2cccc(OCC(=O)NCCc3ccccc3)c2O1,5,13,-6,-2,4,10,6,-0.8,3
Cc1ccc(S(=O)(=O)NN2C(=O)c3ccccc3NC2(C)C)cc1,0,8,-3,1,-5,2,-2,-0.8,3

# Retrieved by compound from the entries so far (two):
SMILES,Fh CTSL1 inh,proCasp3 act,PP1 inh,TPT1 inhibitor,PAFAH2 FP inh,procasp7 counter,AHR act,PP5 primary,HCV core dimer
O=S1(=O)CCOC[C@H](c2ccccc2)N1Cc1cccc(F)c1,1,8,3,0,6,9,-1,-1.6,-11
Cc1sc(NC(=O)C2CCCO2)c(C(N)=O)c1C (stereo not drawn),-3,-1,-5,-5,0,-5,-2,4.2,4
